Source: PubChem
F508del corr: correctors of CFTR F508del function in bronchial epithelial cells; CFBE cells, YFP halide quenching; stimulated with forskolin plus potentiator P3; % fluorescence drop versus neutral controls; activity (quench increase), % at 7.58 µM; 350,000 compounds, 0.36% hits; AID 720511;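 active means mean added fluorescence quench of at least 8% versus neutral control, with both replicates also reaching 8%; inconclusive means only one of the mean or replicate conditions met; inactive means mean below 8% and not both replicates reaching 8%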;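 further: cells transiently co-express mutant CFTR-F508del with the halide-sensitive YFP; corrector assay measuring rescue of mutant channel to the surface after 24 h compound exposure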
ARNT-TACC3 inh: disruptors of human ARNT/TACC3 interaction. inhibition, % at 9.99 µM. 390,000 compounds, 0.66% hits. AlphaScreen His-ARNT PAS-B/GST-TACC3 binding, luminescence; TACC3 fragment carries E629A point mutation. AID 623870;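 active means mean inhibition of replicates at least 50% and at least half of replicates each reaching 50%; inconclusive means half or more replicates reach 50% but mean below 50%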;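 further: 0% = complete ARNT plus TACC3 wells and 100% = ARNT alone without TACC3; many hits fall short of the cut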
EWS-Fli block: inhibitors of EWS/Fli oncoprotein transcriptional activity. A673 NR0B1-luciferase reporter, viability-normalised. inhibition, % at 12.6 µM. 350,000 compounds, 0.67% hits. AID 651661;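 active means mean inhibition of at least 50% after viability correction, with every replicate also passing that limit; inconclusive means mean reaches 50% but only one of two replicates passes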;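 further: firefly luciferase signal divided by Alamar Blue viability fluorescence both relative to DMSO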
PAX8 inh HTS: inhibitors of PAX8 transcriptional activity in RMG-I cells; RMG-I TPO-luciferase reporter, SteadyGlo, 24 h; inhibition, % at 12.6 µM; 360,000 compounds, 1.2% hits;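 active means mean replicate inhibition at least 60% with every replicate also reaching 60%; inconclusive means only one of the two criteria is met; inactive means mean below 60% and not all replicates reaching 60%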;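 further: luciferase light reporting Pax8 driven TPO promoter activity; plate controls were median of neutral control wells for no effect and mitoxantrone controls for full effect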
DENV2 CPE: inhibitors of DENV2 cytopathic effect | DENV2-infected cells, cytopathic effect rescue, plate reader | CPE inhibition, % at 9.99 µM | 350,000 compounds, 1.7% hits | AID 651640; in the data active means CPE inhibition above about 20%, passing the limit was not always enough; inconclusive means no clear call, values can overlap the other calls; tested in BHK-21 cells;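 further: 0% = median of neutral control wells and 100% = median of positive control wells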
INS-1E GSIS act: GLuc luminescence reporter in INS-1E cells, primary screen for activators of glucose-dependent secretion of insulin; INS-1E GLuc reporter insulin secretion, 2-3 h; activation, % at 16.6 µM; 370,000 compounds, 0.61% hits;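 active means lowest replicate activation of at least 40%, so every replicate reaches that level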;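 further: 0% = median of neutral control wells and 100% = median of IBMX positive control wells; some compounds called inactive have numbers as strong as hits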
ERp5 inh: ERp5 (human) disulfide isomerase inhibition; 350,000 compounds, 0.05% hits; inhibition, % at 9.99 µM; ERp5 insulin aggregation, absorbance 650 nm, 90 min; Q15084;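 active means mean replicate inhibition above about 25%, with every replicate also reaching it, limit read from the data, passing the limit was not always enough; inconclusive means only one of those two criteria met; inactive means neither criterion met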
Target sequence (Q15084 whole entry, looked up): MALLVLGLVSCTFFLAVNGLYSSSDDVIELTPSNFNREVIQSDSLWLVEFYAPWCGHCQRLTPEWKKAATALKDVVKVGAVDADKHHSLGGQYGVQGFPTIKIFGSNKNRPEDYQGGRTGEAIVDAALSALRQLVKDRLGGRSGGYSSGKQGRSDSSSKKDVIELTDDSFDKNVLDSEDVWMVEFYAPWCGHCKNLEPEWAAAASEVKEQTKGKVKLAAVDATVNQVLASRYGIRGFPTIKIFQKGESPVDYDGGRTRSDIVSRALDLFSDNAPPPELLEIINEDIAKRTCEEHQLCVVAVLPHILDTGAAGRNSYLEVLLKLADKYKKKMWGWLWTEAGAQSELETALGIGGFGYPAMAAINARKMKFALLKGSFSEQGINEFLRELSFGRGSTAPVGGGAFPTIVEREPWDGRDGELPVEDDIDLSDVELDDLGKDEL
Xi reactivation: X-chromosome reactivation activator. XiGFP mouse fibroblasts, % GFP-positive cells imaging, 3 d; cells co-treated with 5-aza-dC sensitizer; scaled so ellipticine positive control = 100%. activation, % at 7.58 µM. AID 743238. 360,000 compounds, 0.055% hits;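 active means mean normalized replicate activation at least 10% and every replicate at or above 10%; inconclusive means only one of the two criteria met; inactive means mean below 10% and not all replicates reach 10%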;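 further: 0% = median of on-plate neutral control wells and 100% = ellipticine 6 µM median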
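System: SV40-immortalized XiGFP fibroblast cells, line 68-5-11 / Incubation: 3-day compound exposure, then 15 min fixation at room temperature / Compound: single concentration per compound, delivered by pin transfer / Buffer or medium: DMEM plus 5-aza-dC sensitizer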
Active calls of the source: *; i = inactive; ? = inconclusive; . = no result given; & = joins results of further samples.

Below each compound – F508del corr	ARNT-TACC3 inh	EWS-Fli block	PAX8 inh HTS	DENV2 CPE	INS-1E GSIS act	ERp5 inh	Xi reactivation
CCc1ccc2c(c1)/C(=N/N(C)C(=S)NC)C(=O)N2
 : .	3.8	.	8.9	.	6.4	.	-0.1
CC(C)[C@H]1C=C(C(=O)O)O[C@@H](OCc2ccc(CO)cc2)C1
 : 0.5	6.0	-0.6	-5.2	-4.4	20.9	7.6	0.0
COCC#Cc1ccc2c(c1)O[C@@H](CN(C)S(=O)(=O)c1ccc(F)cc1)[C@@H](C)CN([C@H](C)CO)S2(=O)=O
 : 1.3	0.9	4.6	.	5.9	-1.8	-5.9	0.3
COc1ccc(-c2cc(C(=O)N(C)CC(=O)Nc3ccccc3C(F)(F)F)c3ccccc3n2)cc1OC
 : -3.1	-3.2	6.9	34.1	0.3	6.2	8.8	0.2
C/C(=N/Nc1ccc(F)cc1)c1ccc(Cl)s1
 : .	-5.2	.	-6.6	-2.3	7.6	-0.7	0.0
COc1cccc(CN(C)S(=O)(=O)c2cccs2)c1
 : 0.6	-11.1	-14.4	13.8	24.8*	7.6	1.9	0.2
CCN(CC)C(=O)N1CCN(C(=O)N2CCOCC2)CC1
 : -3.0	19.4	-2.9	2.5	-5.1	3.3	4.7	0.2
CC(C)(C)S(=O)N1Cc2cc(C(=O)NCc3ccc4c(c3)OCO4)nc(-c3cccc(-c4cc5ccccc5o4)c3)c2[C@@H]1CCO (stereo partly drawn)
 : 1.0	.	7.8	10.9	1.6	24.8	-6.8	0.0
CN(C)/C(=N\S(=O)(=O)c1ccccc1)c1ccccc1
 : 0.3	-1.2	6.6	-7.9	-4.6	-16.5	-1.5	0.3
CO[C@@H]1CN(C)C(=O)c2ccc(NC(C)=O)cc2OC[C@H](C)N(Cc2ccccc2C(=O)O)C[C@H]1C
 : -1.0	-6.3	-2.3	.	-9.1	-1.4	-0.7	0.0
Cc1c(NC(=O)NCCN2C(=O)C3C4C=CC(C4)C3C2=O)c(=O)n(-c2ccccc2)n1C (stereo not drawn)
 : -0.4	-0.4	-8.5	-2.9	-1.2	-0.2	1.3	0.2
O=C(CSCc1nc2scc(-c3cccs3)c2c(=O)[nH]1)Nc1ccccn1
 : -0.5	6.5	9.9	-2.6	-4.2	39.7	2.3	0.2
CCn1c(Oc2ccccc2F)nc2c1c(=O)n(C)c(=O)n2C
 : -3.0	.	-3.3	-3.8	3.1	8.8	0.1	0.0
Cc1ccc(CN2CCN(/N=C\C(Br)=C\c3ccccc3)CC2)cc1
 : .	6.3	.	15.3	.	-4.4	.	0.1
O=C(Nc1ccc(F)cc1)N1CC(=O)N2[C@H](C1)[C@H](c1ccc(C3=CCCC3)cc1)[C@@H]2CO
 : -1.2	.	-2.3	-12.3	4.5	-14.9	-2.9	0.0
COc1ccc2cc(CCNC(=O)c3cc4ccccc4o3)c(=O)[nH]c2c1
 : 1.3	2.2	6.6	21.3	5.2	-24.3	9.1	-0.1
Cc1nn(S(=O)(=O)c2ccc(C(C)(C)C)cc2)c(C)c1S(=O)(=O)N1CCOCC1
 : 3.0	-4.2	5.7	4.4	1.3	21.2	-1.1	0.1
CC1(C)CC(NC(=O)C(C)(C)Oc2ccc(Cl)cc2)CC(C)(C)N1
 : -3.1	4.4	.	8.8	1.9	6.5	1.4	0.1
O=C(c1ccco1)N1CCN(C(c2cccs2)c2nnnn2C2CCCCC2)CC1 (stereo not drawn)
 : 1.7	0.8	12.3	.	1.2	-5.3	-2.6	.
COc1cccc(-c2ccc(C3[C@H]4CNC[C@@H]3N4Cc3cccnc3)cc2)c1 (stereo partly drawn)
 : -1.4	.	33.2	-11.5	28.2*	4.4	.	0.2
COc1ccccc1OCc1nc(-c2cccc([N+](=O)[O-])c2)no1
 : 0.5	.	-60.9	-10.0	3.1	6.1	0.6	0.0
C[C@H](CO)N1C[C@H](C)[C@H](CN(C)S(=O)(=O)c2cccc(F)c2)OCc2cnnn2CCCC1=O
 : -1.0	-2.4	3.0	.	-2.7	-8.5	-5.6	-0.2
Cc1ccc(-n2nnnc2SCC(=O)Nc2sc(C)c(C)c2C#N)cc1C
 : -1.4	-14.1	4.2	.	-1.3	2.6	12.0	.
Cc1ccc(S(=O)(=O)NCCC(=O)NC2CCC(C)CC2)cc1 (stereo not drawn)
 : 2.4	-2.4	1.4	-0.1	1.2	11.7	2.0	0.0
COc1ccc(CNC(=O)C2CCN(S(=O)(=O)c3ccc4c(c3)CC(C)N4C(C)=O)CC2)cc1 (stereo not drawn)
 : -0.7	-0.1	.	-1.0	-6.8	-41.0	-0.9	0.0
Cc1cc(C(=O)NNC(=O)c2nn(C)c(=O)c3ccccc23)c(C)o1
 : 1.7	-12.1	-5.5	-1.0	-0.8	9.5	5.1	0.4
Cc1ccc(CNS(=O)(=O)NCc2ccc(Cl)cc2)cc1
 : 0.1	.	-1.6	12.0	-1.4	7.1	1.0	0.2
CO[C@@H]1CN(C)C(=O)c2cc(NC(C)=O)ccc2OC[C@@H](C)N(Cc2ccncc2)C[C@H]1C
 : 0.6	-3.2	0.3	.	-2.7	-4.0	-2.5	0.3
Cc1ccc([N+](=O)[O-])c(OCC(O)CNC(C)(C)C)c1 (stereo not drawn)
 : 1.1	.	-3.8	42.4	3.5	-3.4	4.7	0.0
O=C(Nc1cccc(S(=O)(=O)NC2=NCCCCC2)c1)c1cccnc1Cl
 : 2.7	-0.8	3.4	12.5	?	17.6	-1.6	-0.2
Cc1noc(C)c1NC(=O)Nc1ccc2c(c1)C(=O)N([C@@H](C)CO)C[C@@H](C)[C@H](CN(C)Cc1ccc(Cl)c(Cl)c1)OCCCC[C@@H](C)O2
 : 2.4	21.4	-1.1	24.4	0.7	-4.2	-3.6	0.0
CC(NC(=O)CCc1ccccc1)c1ccc2c(c1)OCO2 (stereo not drawn)
 : 2.6	-2.0	6.2	5.4	28.6*	-23.5	-0.8	0.6
CCCNC(=O)N1CC2(CN(CC3CCCCC3)C2)c2c(n(C)c3cc(OC)ccc23)[C@H]1CO
 : 9.3*	.	7.0	.	-10.8	-3.1	-0.8	0.0
CN(C)C(=O)C[C@H]1C[C@@H]2c3cc(NC(=O)c4ccc5c(c4)OCO5)ccc3O[C@@H]2[C@@H](CO)O1
 : -3.9	1.6	-9.7	.	-16.7	8.5	4.9	-0.1
COc1cccc(-n2c(SCc3cc(=O)oc4cc(O)c(O)cc34)nc3ccccc3c2=O)c1
 : .	-7.0	10.8	42.9	1.9	-13.8	4.9	0.0
CO[C@H]1CN(C)C(=O)c2cc(NS(=O)(=O)c3cn(C)cn3)ccc2OC[C@H](C)N(CC2CC2)C[C@H]1C
 : 2.7	-7.2	2.3	.	-1.9	8.1	0.5	-0.4
CCOC(=O)/C(C#N)=C/c1c(OCC)n(CC)c2ccccc12
 : .	5.3	10.5	5.5	-4.5	-1.8	1.6	0.0
O=C(CC1OC(=O)c2ccccc21)NCC1COc2ccccc2O1 (stereo not drawn)
 : 1.9	-1.5	-3.8	-3.5	0.1	2.4	0.9	-0.1
COc1ccc(N2CCN(C(c3ccco3)c3sc4nc(C)nn4c3O)CC2)cc1 (stereo not drawn)
 : 0.7	-3.1	-7.2	15.6	.	16.0	-7.1	0.2
O=C(NC1(Cc2ccccc2)CCN(Cc2ccc(-c3ccccc3)cc2)C1=O)c1ccccc1 (stereo not drawn)
 : -1.9	-7.3	-5.6	0.2	.	.	-1.2	0.1
CN1C(=O)c2cc(NC(=O)C3CCCC3)ccc2OC[C@@H]2O[C@H](CC(=O)NCCc3ccncc3)CC[C@H]21
 : 2.6	.	4.8	-12.0	?	-9.5	-0.9	0.0
COc1ccccc1N1CCN(CC(=O)Nc2ccc(S(=O)(=O)N3CCCCCC3)cc2)CC1
 : -0.1	-4.6	14.9	42.2	2.5	-14.3	-2.7	0.4
COc1ccccc1N=C1SCC(=O)N1c1ccccc1OC
 : .	-4.1	.	-2.9	.	5.8	.	0.1
O=C(O)COc1ccccc1/C=N/NC(=O)/C(=C\c1ccc2c(c1)OCO2)NC(=O)c1ccccc1
 : 0.6	.	-4.9	6.3	15.1	2.8	0.4	0.0
Cc1ccc(C(=O)N/C(=C/c2ccc(Cl)cc2)C(=O)NCC2CCCO2)cc1 (stereo not drawn)
 : .	-10.5	.	-4.9	.	18.3	.	0.1
O=C(NCC[C@@H]1CC[C@@H](NC(=O)c2cccnc2)[C@H](CO)O1)Nc1ccc(Cl)cc1
 : -2.0	-4.4	i	-106.6	-3.1	-4.6&18.4	-0.6	-0.1&-0.2
C[C@@H]1CN([C@@H](C)CO)C(=O)c2cc(-c3ccc(C#N)cc3)cnc2O[C@@H]1CN(C)Cc1ccncc1
 : -1.6	-4.7	1.5	.	-4.8	20.3	-0.3	0.6
O=C1CCC(C(=O)N2CCC(O)CC2)CN1CCc1ccc(Cl)cc1 (stereo not drawn)
 : 1.8	2.3	3.0	.	2.6	27.4	1.9	0.0
O=C(OCCN=C1NS(=O)(=O)c2ccccc21)c1ccco1
 : 1.5	16.4	3.0	7.4	17.3	1.6	3.1	0.0
CCCCOc1ccc(CN(CCO)CCO)cc1[N+](=O)[O-]
 : 0.6	.	-33.2	-38.1	2.5	5.1	2.2	0.0

Reprinted at random: 2 compounds from above
Below each compound – F508del corr	ARNT-TACC3 inh	EWS-Fli block	PAX8 inh HTS	DENV2 CPE	INS-1E GSIS act	ERp5 inh	Xi reactivation
CO[C@@H]1CN(C)C(=O)c2cc(NC(C)=O)ccc2OC[C@@H](C)N(Cc2ccncc2)C[C@H]1C
 : 0.6	-3.2	0.3	.	-2.7	-4.0	-2.5	0.3
O=C(Nc1cccc(S(=O)(=O)NC2=NCCCCC2)c1)c1cccnc1Cl
 : 2.7	-0.8	3.4	12.5	?	17.6	-1.6	-0.2

(cont.)
Below each compound – F508del corr	ARNT-TACC3 inh	EWS-Fli block	PAX8 inh HTS	DENV2 CPE	INS-1E GSIS act	ERp5 inh	Xi reactivation
O=C(C[C@@H]1CC[C@H]2[C@@H](COC[C@H](O)CN2C(=O)c2ccccc2)O1)Nc1ccccc1
 : -1.8	0.1	.	.	-1.8	0.2	.	0.3
CCOc1ccccc1/C=N/NC(=O)CNC(=O)c1cccs1
 : -0.6	-0.8	-2.4	9.0	1.8	2.0	0.3	-0.1
C[C@@H]1CN([C@@H](C)CO)C(=O)c2cccc(NS(C)(=O)=O)c2O[C@@H]1CN(C)S(C)(=O)=O
 : -2.7	-1.0	-8.2	.	5.9	5.8	-0.5	0.1
Cn1c(CNC(=O)c2ccc(F)cc2)cc2ccccc21
 : 0.9	1.6	-2.8	7.9	-4.4	-6.3	3.1	0.1
CC(=O)Nc1ccc(NC(=O)C(C)OC(=O)C2CCCCC2)cc1 (stereo not drawn)
 : -1.6	7.7	-1.6	3.7	8.1	4.1	-6.1	0.0
Cc1ccc(S(=O)(=O)Nc2ccc3c(c2)CC(=O)N([C@@H](C)CO)C[C@H](C)[C@H](CN(C)Cc2ccc(Oc4ccccc4)cc2)O3)cc1
 : 2.4	3.2	-5.6	0.0	68.7*	10.3	1.7	-1.1
C[C@H]1CN([C@@H](C)CO)C(=O)c2cc(NC(=O)Nc3ccc4c(c3)OCO4)ccc2O[C@@H]1CN(C)S(=O)(=O)c1ccc(Cl)cc1
 : 0.4	-1.3	-4.1	.	2.0	-4.9	-6.2	0.0
O=C(NCCN1CCOCC1)Nc1cccc(Cl)c1
 : -1.2	-3.1	-12.3	4.5	3.4	.	-0.7	0.2
